ROMK mod – human ROMK K+ channel modulation, primary screen | P48048 | actives 2% (n = 130,000) | Tet-inducible ROMK, thallium flux fluorescence; actives lie on both sides | B-score at 10 µM;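 active means signal ratio slope over the read window, or its plate-corrected B-score, at least 3 SD from the plate mean, either direction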;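 further: B-score of the F/F0 ratio slope over 7 to 12 s after thallium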
Target sequence (P48048 whole entry, looked up): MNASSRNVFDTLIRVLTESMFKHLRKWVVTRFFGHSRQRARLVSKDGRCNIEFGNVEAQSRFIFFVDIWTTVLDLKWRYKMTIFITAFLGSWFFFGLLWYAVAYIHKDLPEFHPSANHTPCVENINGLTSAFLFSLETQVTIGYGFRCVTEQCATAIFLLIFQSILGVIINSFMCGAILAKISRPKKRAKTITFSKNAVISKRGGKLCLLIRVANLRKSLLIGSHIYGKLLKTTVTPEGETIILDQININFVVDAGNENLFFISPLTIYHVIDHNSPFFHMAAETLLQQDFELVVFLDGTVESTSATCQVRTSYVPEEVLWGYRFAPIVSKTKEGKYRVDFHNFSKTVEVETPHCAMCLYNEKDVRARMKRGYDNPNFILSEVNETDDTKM
FLuc inh counter – counter-screen for luciferase assay inhibitors: firefly luciferase inhibition. P08659. ATPLite firefly luciferase biochemical luminescence, 10 min. inhibition, % at 10 µM. actives 1.5% (n = 200,000);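 active means inhibition above about 50% when tested at 10 µM, limit read from the data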
Target sequence (P08659 whole entry, looked up): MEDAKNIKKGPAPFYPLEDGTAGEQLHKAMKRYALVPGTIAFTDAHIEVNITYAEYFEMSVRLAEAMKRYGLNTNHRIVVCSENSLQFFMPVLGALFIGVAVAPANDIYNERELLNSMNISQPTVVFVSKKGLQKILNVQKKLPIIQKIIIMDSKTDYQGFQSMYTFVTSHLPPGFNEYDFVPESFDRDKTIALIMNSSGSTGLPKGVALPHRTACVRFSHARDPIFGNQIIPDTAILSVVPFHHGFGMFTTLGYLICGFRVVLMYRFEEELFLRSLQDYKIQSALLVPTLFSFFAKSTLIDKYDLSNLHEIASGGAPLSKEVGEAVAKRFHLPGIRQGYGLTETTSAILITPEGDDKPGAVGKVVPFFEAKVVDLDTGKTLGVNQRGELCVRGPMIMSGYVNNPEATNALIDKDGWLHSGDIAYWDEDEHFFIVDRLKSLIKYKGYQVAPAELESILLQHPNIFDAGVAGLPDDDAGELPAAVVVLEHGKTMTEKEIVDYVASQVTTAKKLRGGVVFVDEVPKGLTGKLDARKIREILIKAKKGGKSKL
STAT3 act – increases IL-6 driven STAT3 reporter signal. activation (% of control), % at 5.6 µM. U3A cells, IL-6 STAT3-luciferase reporter, luminescence; 100% = signal with IL-6 EC80 alone. actives 0.91% (n = 190,000). AID 871;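 active means activation above the screen-wide mean of compound activation plus 3 SD, cut at about 130% in these data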;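 further: 0% = background luminescence of wells with medium and substrate only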
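Material: STAT3-luciferase reporter U3A cells. Controls: IL-6-treated wells, 100% activation. Read-out: % activation versus median of IL-6-stimulated wells. Probe or stimulus: IL-6 stimulus at 33 ng/mL final. Timing: compound 1 h, then IL-6 6 h at 37 °C. Signal: reporter luminescence signal.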
APP 5'UTR act – APP 5'UTR luciferase reporter activation | AID 1276 | activation, % at 2 µM | actives 1% (n = 190,000) | SH-SY5Y APP 5'UTR luciferase reporter, luminescence; zero percent = DMSO vehicle wells;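 active means activation above a set limit, based on mean plus 3 SD of controls, cut at about 140% in these data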; further: values of inactives mirror those of a sister screen read the other way
APP transl inh – APP translation inhibition; SH-SY5Y APP 5'UTR-luciferase reporter, luminescence; inhibition, % at 2 µM; actives 0.82% (n = 190,000);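 active means inhibition above a set limit, derived from the sample mean plus 3 SD, cut at about 45% in these data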; further: values of inactives mirror those of a sister screen read the other way
FLuc stim CS – firefly luciferase counter-screen for stimulation assays | P08659 | ATPlite luciferase biochemical, luminescence, 10 min; 0 = ATP-free wells, 1 = DMSO control | activation factor at 10 µM | 200,000 tested, under 10 active | AID 1027;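 active means luciferase activation factor, scaled between plate controls, of at least 2 with compound at 10 µM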
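Material: Luciferase/luciferin reagent mix | Doses: Test compounds dosed from 2 mM stocks in 100% DMSO | Timing: 10 min incubation after luciferase reagent addition, room temperature | Measured by: Luminescence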
NF-kB neuron act – compounds increasing NF-kB expression in human neuronal cells. NF-kB reporter expression; stronger effect = higher value. fold change at 12.5 µM. actives 1.6% (n = 190,000); in the data active means fold change above about 3.3
STAT1 act – activators of IFN-gamma induced STAT1 signaling | NIH 3T3 STAT1-luciferase reporter, luminescence; 100% = IFN-gamma alone, no compound | activation (% of control), % at 5.5 µM | actives 2.6% (n = 200,000);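 active means activation above the screen-wide mean activation plus 3 SD, cut at about 130% in these data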;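 further: raw ratio to IFN-gamma control signal so 100% means no change and 0% no light; values of inactives mirror those of a sister screen read the other way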
STAT3 inh – reduces IL-6 driven STAT3 reporter signal; U3A cells, IL-6 STAT3-luciferase reporter, luminescence; host cell line lacks STAT1; inhibition, % at 5.5 µM; actives 0.89% (n = 190,000);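 active means inhibition above the mean inhibition across all screened compounds plus 3 SD, cut at about 44% in these data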;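 further: 0% = DMSO only wells and 100% = 100 µM nifuroxazide control wells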
STAT1 blocker – STAT1 signaling inhibition; NIH 3T3 STAT1-luciferase reporter, IFN-gamma, luminescence; inhibition, % at 5.5 µM; actives 0.35% (n = 200,000); AID 920;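 active means inhibition above a set limit, the mean inhibition across all tested compounds plus 3 SD, cut at about 34% in these data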;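 further: 0% = IFN-gamma with DMSO and 100% = IFN-gamma with 300 µM nifuroxazide; values of inactives mirror those of a sister screen read the other way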
* marks the source's active call; other numbers are inactive results; . = no result given.

Each structure is followed by: ROMK mod	FLuc inh counter	STAT3 act	APP 5'UTR act	APP transl inh	FLuc stim CS	NF-kB neuron act	STAT1 act	STAT3 inh	STAT1 blocker
> CCCCOc1ccc(-c2ncc(Cl)cn2)cc1
    .	8	91	12	-12	0.9	3.7*	122	14	-24
> N#C/C(=C\c1ccc(O)c(O)c1)S(=O)(=O)c1ccccc1
    .	-8	100	-23	23	1.1	1	97	3	4
> O=C(C1CC1)N1CCN=C1SCc1ccc(F)cc1
    .	-5	83	-9	9	1.1	1.1	103	29	-3
> O=C(Oc1ccc2ccccc2c1)c1cncc(Br)c1
    -0.87	0	94	5	-5	1	1.4	97	12	3
> COCCOC(=O)C1=C(N)Oc2c(oc(CO)cc2=O)C1c1c(F)cccc1Cl (configuration not stated)
    .	-5	103	7	-7	1.1	1.1	93	5	7
> CCOc1ccc(NC(=S)NC23CN4CN(CN(C4)C2)C3)cc1
    -0.1	-6	103	2	-2	1.1	1.4	101	0	-3
> COc1ccc(-c2nnc(SCC(=O)N3CCN(c4ccccc4)CC3)o2)cc1OC
    0.26	2	98	-3	3	1	1.1	95	2	5
> O=C1N(Cc2cccnc2)C[C@@H]2C[C@@H](c3ccc(C(F)(F)F)cc3)N3CCC[C@@]123
    -0.36	-2	105	20	-20	1	0.95	106	0	-9
> CCOC(=O)c1c(NC(=O)CSc2nnc(-c3ccccc3C)n2C)sc(C(C)=O)c1C
    -2.2	-8	100	2	-2	1.1	0.54	89	1	12
> CCN(CC)C1=N/C(=C\c2ccc(OC)cc2)C(=O)N1c1ccccc1
    -0.51	-5	88	7	-7	1.1	1.1	91	14	10
> CC(C)NC(=O)CN1CCN(c2ncccn2)CC1
    .	-3	100	2	-2	1	1	96	6	5
> COc1ccc(C(=O)Nc2nc(C)cs2)cc1S(=O)(=O)N1CCCC1
    -1.9	-5	104	3	-3	1	0.94	97	5	4
> NC(=O)c1ccc(Br)c(S(=O)(=O)N2CCCCC2)c1
    0.35	-8	97	-3	3	1.1	0.92	101	8	-1
> O=C(CN1C(=O)c2cccc3cccc(c23)C1=O)N1CCN(c2ccccn2)CC1
    .	-6	94	15	-15	1.1	0.99	98	8	2
> O=C(N/N=C/c1ccc(O)c([N+](=O)[O-])c1)C1CC1(c1ccccc1)c1ccccc1 (configuration not stated)
    -0.84	-5	99	-15	15	1.1	1.4	98	4	1
> COc1cnc(-c2ccccc2)nc1Oc1cccc(C)c1C
    .	-8	105	13	-13	1.1	1.1	100	-5	0
> CCOC(=O)c1ccc(-n2c(C)nc3ccccc3c2=O)cc1
    .	-3	93	3	-3	1	1	109	17	-10
> CC(NC(=O)C1CCC1)c1ccc(Cl)cc1 (configuration not stated)
    0.072	-8	101	-12	12	1.1	1.5	95	2	6
> COc1ccc(C(=O)n2c(C)c(CCO)c(=O)n2C)cc1
    0.4	8	113	5	-4	0.9	0.89	105	-12	-6
> CN1CCN(Cc2nc3c(c(=O)n(C)c(=O)n3C)n2CCCc2ccccc2)CC1
    1.6	-5	104	-14	14	1	1.2	106	0	-7

Each structure is followed by: ROMK mod	FLuc inh counter	STAT3 act	APP 5'UTR act	APP transl inh	FLuc stim CS	NF-kB neuron act	STAT1 act	STAT3 inh	STAT1 blocker
> Cc1ccc(OCC(=O)c2c(O)c3ccccc3oc2=O)cc1C
    .	12	104	23	-22	0.9	0.92	102	0	-3
> NS(=O)(=O)c1ccc(NC(=O)c2ccc(-c3ccccc3)cc2)cc1
    -0.68	-7	100	-16	16	1.1	1.6	104	1	-5
> CC(=O)Nc1c(C(=O)O)oc2ccc(Cl)cc12
    0.077	-6	140*	-4	4	1.1	1.1	94	-40	6
> COC(=O)c1ccccc1N/C=C1\CCc2c(c(C)nn2-c2ccccn2)C1=O
    .	-8	102	8	-8	1.1	0.94	96	3	4
> CCOC(=O)C1=C(N)Oc2c(c(=O)[nH]c3ccccc23)C1c1ccccc1 (configuration not stated)
    .	-5	97	-13	13	1.1	1.3	107	5	-1
> O=C(N/N=C/c1ccc(OC2CSC2)cc1)c1ccc(CN2CCOCC2)cc1
    -0.76	10	98	-10	10	0.9	1	100	5	0
> COc1cccc(-c2cn3nc4c(nc3n2)CCCC4)c1
    -0.19	68*	88	170*	-170	0.3	3.6*	160*	16	-66
> O=C(COc1ccc(/C=N/NS(=O)(=O)c2ccccc2)cc1)NCc1ccccc1
    .	-6	98	10	-10	1.1	0.95	97	13	3
> O=C(CCCSc1nc2ccccc2[nH]1)Nc1ccccc1
    -0.43	3	91	0	0	1	0.93	102	10	-2
> CCOC(=O)c1cnc(SCc2nc(N)nc(Nc3ccc(C)cc3)n2)nc1N
    .	3	90	-11	11	1	0.77	88	14	13
> CC(C)(C)C1CCc2onc(C(=O)Nc3cccc(O)c3)c2C1 (configuration not stated)
    0.98	4	91	22	-22	1	1.8	90	16	11
> O=[N+]([O-])c1ccc(NC(=S)N2CCOCC2)cc1
    0.63	-4	107	-14	14	1	0.96	102	1	-2
> COc1ccc(C(=O)Oc2cc(C)[nH]c(=O)c2[N+](=O)[O-])cc1
    0.52	-10	100	15	-15	1.1	1.2	101	0	-1
> Cc1cc(C(C)(C)C)cc(S(=O)(=O)Nc2cccc(C(=O)O)c2)c1C
    4.7*	-6	104	-4	4	1.1	1.1	103	-4	-3
> CCCCOC(=O)n1ccc(C(=O)Nc2ccccc2OC)n1
    -0.87	-8	88	4	-4	1.1	1.3	95	21	5
> O=C(Nc1ccn(-c2ccccc2)n1)c1ccc(Cl)cc1
    .	11	96	30	-30	0.9	1.7	121	4	-23
> Cc1cccc(NC(=O)C23CCC(C)(/C(=N/O)C2)C3(C)C)c1 (configuration not stated)
    .	-7	95	-8	8	1.1	1	99	11	1
> Cc1ccn2c(Nc3ccccc3C)c(-c3cccnc3)nc2c1
    -0.67	-4	107	28	-28	1	1.3	100	-9	1
> COc1ccc(/C=N/NC(=O)c2ccc(CN3c4cccc5cccc(c45)S3(=O)=O)cc2)cc1
    .	1	100	-28	28	1	0.89	99	0	1
> Cc1ccccc1N/C(SCc1ccc(Cl)cc1)=C(/C#N)C(N)=O
    .	-5	102	-4	4	1.1	1.3	102	0	-2

Single values from above:
Cc1cccc(NC(=O)C23CCC(C)(/C(=N/O)C2)C3(C)C)c1 (configuration not stated) in APP 5'UTR act is listed with -8
Cc1ccccc1N/C(SCc1ccc(Cl)cc1)=C(/C#N)C(N)=O in FLuc stim CS is listed with 1.1

Continued:
Each structure is followed by: ROMK mod	FLuc inh counter	STAT3 act	APP 5'UTR act	APP transl inh	FLuc stim CS	NF-kB neuron act	STAT1 act	STAT3 inh	STAT1 blocker
> Cc1ccccc1C(=O)c1cccn1CC(=O)NCC1CCCO1 (configuration not stated)
    1.2	-5	107	2	-2	1.1	1.1	102	-4	-2
> COC(=O)c1cc(OC)c(OC)cc1NCC(=O)Nc1cccc(C(F)(F)F)c1
    -0.6	-9	110	3	-3	1.1	0.58	99	-9	1
> CCN(CC)C(=O)C1=C(C)Nc2nnnn2C1c1cccnc1 (configuration not stated)
    .	-10	108	0	0	1.1	1.2	100	-7	-1
> CCC1CCCCN1C(=S)Nc1ccc(OC(F)F)cc1 (configuration not stated)
    .	4	103	-9	9	1	1.3	100	-2	0
> CS(=O)(=O)N1CCN(c2nnc(-c3ccccc3)c3ccccc23)CC1
    -0.32	-1	108	-13	13	1	1.1	93	-2	8
> CCCCC(=O)NC(Nc1sc2c(c1C(N)=O)CCCC2)(C(=O)OCC)C(F)(F)F (configuration not stated)
    -0.51	-1	109	-20	20	1	0.95	95	-6	5
> Cc1nc(CN(C)Cc2nc(Cc3ccccc3Cl)no2)cs1
    -0.18	-6	97	8	-8	1.1	1	103	7	-6
> CCC1Oc2ccc(C)cc2N(CC(=O)N(Cc2ccc(C)o2)C2CCCC2)C1=O (configuration not stated)
    -4.3*	4	101	9	-9	1	0.93	93	3	7
> Cn1nc(OC(=O)Nc2ccc(F)cc2)cc1C(F)(F)F
    0.27	4	96	.	.	1	1.4	106	11	-7
> COC(=O)c1cc2n(n1)CCN(Cc1ccc(F)cc1)C2=O
    .	-8	102	-8	8	1.1	1.1	102	3	-2
> CCOC(=O)C1(C)NC(c2ccc(OC)cc2OC)C2C(=O)N(CC)C(=O)C21 (configuration not stated)
    0.54	-6	98	30	-30	1.1	1.1	92	4	7
> CC(=O)OC(C(=O)NCCN1CCOCC1)c1c(F)cccc1F (configuration not stated)
    1.4	-4	100	-16	16	1	1.1	101	6	-3
> O=C(NCc1n[nH]c(=S)n1-c1ccc(Br)cc1)c1ccc(S(=O)(=O)N2CCOCC2)cc1
    -1	6	91	2	-2	0.9	1.3	96	14	3
> C/C(=N/NS(=O)(=O)c1ccc(F)cc1)c1ccc(NC(=O)c2ccc(C)o2)cc1
    0.86	-2	97	23	-23	1	2.2	102	4	-3
> COc1cc2nc(CN(C)Cc3ccc(C(C)(C)C)cc3)[nH]c(=O)c2cc1OC
    0.17	85*	104	5	-5	0.2	1.1	104	1	-6
> CN=c1scc(-c2ccccc2F)n1/N=C/c1ccc(O)c(O)c1O
    -0.096	98*	62	52	-52	0	1	19	50*	87*
> NC(=O)NC(=O)COC(=O)CN1C(=O)C2CCCCC2C1=O (configuration not stated)
    .	-6	105	11	-11	1.1	1.3	102	-10	-2

Arranged by the number under ROMK mod (descending): some entries from above.
structure,ROMK mod
CC(=O)OC(C(=O)NCCN1CCOCC1)c1c(F)cccc1F (configuration not stated),1.4
CCOC(=O)C1(C)NC(c2ccc(OC)cc2OC)C2C(=O)N(CC)C(=O)C21 (configuration not stated),0.54
CC(NC(=O)C1CCC1)c1ccc(Cl)cc1 (configuration not stated),0.072

Screens deposited in PubChem BioAssay by several laboratories.
